Screening data as filed in PubChem BioAssay.
OX1R antag = blocks the human orexin 1 receptor | O43613 | CHO/OX1R cells, Fluo-8 calcium fluorescence, orexin A | inhibition, % at 5 µM | 330,000 tested, 0.43% active;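 active means inhibition above its plate's threshold, mean inhibition of all tested compounds on the plate plus 3 SD, cut at about 37% in these data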;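 further: 0% = orexin A challenge wells and 100% = SB-334867-A antagonist wells; not every result past the cut was called active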
Target sequence (O43613 whole entry, looked up): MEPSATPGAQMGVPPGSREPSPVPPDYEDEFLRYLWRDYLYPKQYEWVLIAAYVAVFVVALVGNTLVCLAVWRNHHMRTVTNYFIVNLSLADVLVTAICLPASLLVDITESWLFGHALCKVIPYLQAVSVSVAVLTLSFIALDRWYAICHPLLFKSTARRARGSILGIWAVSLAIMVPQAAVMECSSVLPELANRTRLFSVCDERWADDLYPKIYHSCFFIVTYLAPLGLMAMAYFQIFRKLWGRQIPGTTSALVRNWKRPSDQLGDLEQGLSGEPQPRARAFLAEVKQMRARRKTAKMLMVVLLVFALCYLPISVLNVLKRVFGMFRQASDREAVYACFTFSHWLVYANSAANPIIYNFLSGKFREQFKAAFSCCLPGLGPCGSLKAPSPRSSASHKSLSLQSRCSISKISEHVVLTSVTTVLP
CHT PAM = human CHT allosteric activation; Q9GZV3; CHT-expressing cells, membrane potential dye, choline EC20; stronger effect = higher value; LV-AA mutant CHT in HEK293 cells; B-score at 10 µM; 310,000 tested, 0.49% active;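 active means initial fluorescence not abnormally high and integrated response B-score, plate-corrected, over 3 SD above library mean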
Target sequence (Q9GZV3 whole entry, looked up): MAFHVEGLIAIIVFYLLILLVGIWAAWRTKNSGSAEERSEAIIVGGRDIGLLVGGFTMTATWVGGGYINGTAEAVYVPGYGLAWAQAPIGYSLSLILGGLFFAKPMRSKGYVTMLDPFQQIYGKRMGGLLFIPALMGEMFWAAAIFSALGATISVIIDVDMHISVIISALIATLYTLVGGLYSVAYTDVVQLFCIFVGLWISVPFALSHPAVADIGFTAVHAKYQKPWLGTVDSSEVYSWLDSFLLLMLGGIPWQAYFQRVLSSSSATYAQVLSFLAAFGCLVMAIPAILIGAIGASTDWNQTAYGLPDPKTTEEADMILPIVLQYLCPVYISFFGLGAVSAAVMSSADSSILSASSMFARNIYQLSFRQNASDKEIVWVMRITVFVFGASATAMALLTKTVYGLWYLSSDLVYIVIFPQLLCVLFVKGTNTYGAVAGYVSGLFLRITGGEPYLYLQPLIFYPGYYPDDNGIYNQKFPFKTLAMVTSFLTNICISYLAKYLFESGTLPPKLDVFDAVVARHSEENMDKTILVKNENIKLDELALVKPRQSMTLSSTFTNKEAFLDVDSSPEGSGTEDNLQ
An asterisk follows results filed as active; i = inactive; / = no result given.

SMILES	OX1R antag	CHT PAM
[2H]C(CCOS(N)(=O)=O)c1ccc(C(C)(C)C)cc1 (centres undefined)	-8.8	i
C[C@H](CO)N1C[C@H](C)[C@@H](CN(C)S(=O)(=O)c2ccc(F)cc2)Oc2ccc(NC(=O)CCN3CCOCC3)cc2C1=O	-0.5	/
c1ccc(OCc2nn3c(Cn4nnc5ccccc54)nnc3s2)cc1	-18.1	i
CCC1(CC)NC(=O)N(CC(=O)N2N=C(c3ccc(Cl)cc3)CC2c2ccco2)C1=O (centres undefined)	-31.1	i
COc1ccc(NC(=O)n2ncc3c(C)cccc32)cc1	-29.7	i
CC(C)(C)C(=O)OCc1cn(-c2ccccc2)nn1	-3.3	i
Cc1ccc(-c2ccnc(=S)[nH]2)cc1	-2.5	i
O=C1C=C(O)CC(c2ccc(Cl)c(Cl)c2)C1 (centres undefined)	-6.4	i
CCCc1cc(=O)[nH]c(SCC(=O)Nc2ccc(OC(F)F)cc2)n1	13.1	i
COc1cc(-c2nnc(COC(=O)c3cc(C)nc4ccc(C)cc34)o2)cc(OC)c1OC	-16.3	i
CCOc1cc(N2CCOCC2)c(OCC)cc1NC(=O)c1ccc(C)cc1	-7.9	i
Cc1ccc(OC(C)C(=O)Nc2ccccc2C(=O)N2CCOCC2)cc1 (centres undefined)	-18.6	i
CC1=C(C(=O)OC(C)(C)C)C(c2cccs2)NC(=O)N1 (centres undefined)	-23.6	i
CCOC(=O)c1ccccc1NS(=O)(=O)c1ccc(C)cc1	-6.1	i
O=C(COC(=O)c1cccc(O)c1)c1ccccc1	-11.3	i
CCOC(=O)c1ccc(OCC(=O)c2ccc(O)cc2O)cc1	-4.5	i
CCCCN(C)CCN1C(=O)C2C(C(=O)Nc3ccc(C)cc3)C3C=CC2(O3)C1C(=O)NC1CCCCC1 (centres undefined)	-20.4	i
CC1=C(C(=O)OCc2ccccc2)C(c2ccc(C(C)(C)C)cc2)NC(=O)N1CCCCCC(=O)O (centres undefined)	-35.2	i
COC(=O)c1cccc(S(=O)(=O)N2CCC(NC(=O)Nc3cccc(F)c3)CC2)c1	13.3	i
CCSc1nc2ccccc2n1CC(=O)N1CCCCC1	-17.1	i
CC1=Nc2ncnn2C(c2ccccc2)/C1=N\O (centres undefined)	-11.3	i
CC1Cc2ccccc2N1C(=O)CSc1nnc(-c2ccc(S(=O)(=O)N3CCCC3)cc2)o1 (centres undefined)	-24.3	i
Cc1cc(C)c(S(=O)(=O)n2c([N+](=O)[O-])cnc2C)cc1C	-11.8	i
COC(=O)COc1ccc2oc(=O)cc(-c3cc4cccc(OC)c4o3)c2c1	1.0	i
COc1ccc(/C(C)=N/OCC(=O)N=Nc2c(O)[nH]c3ccc(Br)cc23)cc1	-13.9	i
Cc1ccc(S(=O)(=O)N2CCC(C(=O)N3Cc4ccccc4C3)CC2)cc1	-18.9	i
c1ccc(C2Nc3cccc4cccc(c34)N2)cc1	-14.4	i
CCCN1CCN(CCCNC(=O)CN2C(=O)c3cccnc3Oc3ccc(Cl)cc32)CC1	-6.6	i
Cn1c(=N)n(CC(=O)C(C)(C)C)c2ccccc21	-41.7	i
COc1cc(OC)c(NC(=O)C2CCN(S(=O)(=O)c3ccc4c(c3)CC(C)N4C(C)=O)CC2)cc1Cl (centres undefined)	-33.3	i
C=CCn1cnnc1SCC(=O)N(C)CC1COc2ccccc2O1 (centres undefined)	-22.9	/
C=CC[n+]1c(-c2ccc(Cl)cc2Cl)csc1Nc1ccc(NC(C)=O)cc1	-32.6	13.8*
COc1ccc(NC(=O)[C@@H](NC(N)=O)C(C)C)cc1Cl	-4.6	i
Cc1ccc(-c2cc(O)cc3sc(=O)oc23)cc1C	-0.6	i
O=C(Cn1c(=O)sc2ccccc21)Nc1ccc(S(=O)(=O)N2CCCC2)cc1	-7.3	i
Oc1cccc(Nc2nc(NCC3CCCO3)c3ccccc3n2)c1 (centres undefined)	-3.9	i
Cc1cccc(N2C(=O)C(O)=C(C(=O)c3cccs3)C2c2ccccc2)n1 (centres undefined)	-18.9	i
Cc1ccc2nc(-c3ccc(NC(=S)NC(=O)C(C)C)cc3)sc2c1	-8.8	i
C=CCC1(CC=C)CCCN1C(=O)CC1C(=O)NCCN1Cc1cc(OC)cc(OC)c1 (centres undefined)	-33.3	i
COc1ccc(OCC(O)CN2CCN(Cc3ccc4c(c3)OCO4)CC2)cc1 (centres undefined)	-2.0	i
NC(=O)c1ccccc1OCC(=O)NS(=O)(=O)c1ccc(Cl)cc1	-12.4	i
Cc1ccc2[nH]c(=O)c3cc(C(=O)N(CCCOC(C)C)Cc4ccco4)sc3c2c1	-31.7	i
N#CCCN(C(=O)CSc1ccc2c(c1)OCCO2)c1ccc(F)cc1	-6.2	i
O=C(COC(=O)CNC(=O)C1CCCCC1)Nc1ccc(Cl)cc1F	-7.4	i
Nc1ccc(-c2nc3nc(N)nc(N)c3nc2-c2ccc(N)cc2)cc1	-8.3	i
O=C(Nc1cccc2c1[nH]c1ccccc12)C(F)(F)F	0.8	i
O=C(NCc1ccco1)c1cc(=O)c2ccccc2o1	-1.0	i
CCCN1CCN(CCCNC(=O)c2ccc(CS(=O)c3ccc(OC)cc3)o2)CC1 (centres undefined)	-10.1	i
CCc1ccccc1NC(=S)N1N=CCC1c1ccccc1 (centres undefined)	-39.6	i
Cc1c(C=O)c2ccccc2n1CC(=O)N1CCc2ccccc2C1	-23.6	i
Further records.
SMILES	OX1R antag	CHT PAM
Cc1cccc(NC(=O)c2sc(-c3ccccc3)nc2-c2ccc([N+](=O)[O-])cc2)c1	-23.1	i
COCc1cccc(C2=CC(=O)C[C@H](c3ccc(F)cc3)C2)c1	-22.3	/
CN(CC(=O)Nc1ccc(F)cc1)C(=O)c1cn(-c2ccccc2)nc1-c1cccs1	-11.2	/
O=C(N/N=C/c1ccc([N+](=O)[O-])cc1)C(=O)N1CCCC1	-1.8	i
Cc1nc(SCC(=O)Nc2c(C)n(C)n(-c3ccccc3)c2=O)n[nH]1	-6.9	i
Clc1ccc(-n2nnnc2-c2cnc(-c3ccncc3)nc2-c2cccs2)cc1	-14.9	i
CC1CCN(C(=O)CNC(=O)c2ccc(Cl)cc2Cl)CC1	-28.0	i
CCOC(=O)c1cnc2ccc(F)cc2c1Nc1ccc2c(c1)OCCO2	-30.9	i
CCc1cc2c(=O)c(-c3ccc(F)cc3)c(C)oc2cc1OCC(=O)O	-4.8	i
CN(CC(=O)Nc1cccc(F)c1)C(=O)c1ccccc1OCC(=O)Nc1cccc(C(F)(F)F)c1	-2.2	i

Among those listed so far, 3 contain a nitro group on carbon:
SMILES	OX1R antag	CHT PAM
Cc1cc(C)c(S(=O)(=O)n2c([N+](=O)[O-])cnc2C)cc1C	-11.8	i
Cc1cccc(NC(=O)c2sc(-c3ccccc3)nc2-c2ccc([N+](=O)[O-])cc2)c1	-23.1	i
O=C(N/N=C/c1ccc([N+](=O)[O-])cc1)C(=O)N1CCCC1	-1.8	i

Additional entries
SMILES	OX1R antag	CHT PAM
CC1(C)Cc2ccccc2-c2nnc(SCc3ccccc3)n21	-13.4	i
CC(=O)c1ccc(NC(=O)COC(=O)c2c3c(nc4ccccc24)/C(=C\c2cccs2)CCC3)cc1	-3.1	i
O=C(CCN1CCCCC1)Nc1cccc(Br)c1	-2.9	i
O=C(CSc1nc2c(c(=O)n1-c1ccc(Cl)cc1)SCC2)NCc1ccco1	-33.7	i
Cn1c(=O)c2c(nc(Cc3ccc(N)cc3)n2C)n(C)c1=O	1.8	i
C/C(=N\Nc1ccccn1)c1ccc(S(=O)(=O)NCc2ccco2)cc1	6.8	i
COC(=O)CN1C(=O)C(O)(CC(=O)c2ccc(C)cc2)c2cc(Br)ccc21 (centres undefined)	-19.0	i
O=C(CSc1nnc(-c2ccco2)n1Cc1ccccc1)NC(=O)NCc1ccccc1	-14.5	i
O=C(Nc1ccncc1)c1ccccc1[N+](=O)[O-]	-11.6	i
CCC(Oc1ccc(C)cc1)C(=O)Nc1ccc(S(=O)(=O)Nc2nccs2)cc1 (centres undefined)	3.7	i
CCn1c(COc2ccccc2)nnc1SCC(=O)c1cccc([N+](=O)[O-])c1	-4.7	i
N#CCSc1ncnc2ccccc12	-13.2	i
C/C(=N\NC(=O)c1cc2c(s1)CCC(C)C2)c1ccc[nH]1 (centres undefined)	-12.3	/
COC(=O)c1sccc1-c1ccc(C(=O)Nc2cccc(Cl)c2)o1	13.2	i
COc1ccccc1C(=O)NC(CCSC)C(=O)NNC(=O)C(C)Oc1ccccc1F (centres undefined)	-11.6	/
C=C(Br)Cn1c(CC(C)C)nc2ccccc21	-23.9	i
Cc1ccc(C(c2nnnn2CC2CCCO2)N2CCN(C(=O)c3ccco3)CC2)cc1 (centres undefined)	-20.8	i
CCOC(=O)N1CCN(C(=O)CCCCCn2c(=S)[nH]c3ccsc3c2=O)CC1	-32.1	i
Cc1c(C(=O)O)oc2ccc(S(=O)(=O)NCc3ccc4c(c3)OCO4)cc12	-16.2	i
CCCSc1nnc(CSc2ncccn2)n1C	13.8	i

Record cards, as listed above. Screens in order: OX1R antag, CHT PAM
Entry for CCCSc1nnc(CSc2ncccn2)n1C → 13.8, i
Entry for Cc1c(C(=O)O)oc2ccc(S(=O)(=O)NCc3ccc4c(c3)OCO4)cc12 → -16.2, i
Entry for N#CCSc1ncnc2ccccc12 → -13.2, i
Entry for C/C(=N\NC(=O)c1cc2c(s1)CCC(C)C2)c1ccc[nH]1 (centres undefined) → -12.3, /
Entry for COc1ccccc1C(=O)NC(CCSC)C(=O)NNC(=O)C(C)Oc1ccccc1F (centres undefined) → -11.6, /

(list continues)
SMILES	OX1R antag	CHT PAM
Cc1ccc(-c2cc(N)n(-c3ccc(F)cc3)n2)cc1	-4.9	i
CC1CCN(C(=O)NC(=O)c2ccccc2)CC1	-20.2	i
CC(C)OC(=O)c1ccc(NC(=O)C2C3CC4OC(=O)C2C4C3)cc1 (centres undefined)	3.1	i
CCC(C)[C@H](NC(=O)Nc1cccc(Cl)c1)C(=O)O (some centres undefined)	-17.4	i
CC(C)N(C(=O)[C@H]1CC(CC(=O)NCc2cccc(C(F)(F)F)c2)C(=O)N2CCc3c([nH]c4ccccc34)[C@]12C)C(C)C (some centres undefined)	-17.5	/
O=C(O)C1Nc2c(Cl)cc(Cl)cc2C2C=CCC12 (centres undefined)	-18.9	i
O=C(CSc1nnc(-c2cccnc2)n1-c1ccccc1)Nc1ccccc1	-16.4	i
O=C(Nc1ccc(Cc2ccncc2)cc1)c1ccco1	-8.4	i
CC(=O)N1CCN(CC(=O)NC(=O)Nc2ccc3c(c2)OCCO3)CC1	2.5	i
CCCCn1c(=O)[nH]c(=O)c2c1nc(-c1cc(Br)ccc1OC)n2C	-16.8	i
COc1ccc(C2=NO[C@@H]3[C@@H]4C[C@@H]([C@H]5C(=O)N(C)C(=O)[C@@H]45)[C@H]23)cc1	-18.8	i
O=C(Nc1ccc2c(c1)OCO2)c1ccc(N2C(=O)c3ccccc3C2=O)cc1	-8.7	i
CC1CCCN(S(=O)(=O)c2cccc(C(=O)OCC(=O)N(C)Cc3c(F)cccc3Cl)c2)C1 (centres undefined)	-41.1	/
O=C(CSc1nc(=O)n(CCCN2CCOCC2)c2c1CCC2)Nc1ccc([N+](=O)[O-])cc1	-24.6	i
COc1cc2c(cc1OC)C(COc1ccc([N+](=O)[O-])cc1)N(C(C)=O)CC2 (centres undefined)	-14.2	i
COc1ccccc1C(=O)Nc1ccc(S(=O)(=O)Nc2nccs2)cc1	4.8	i
CC(C)n1nnnc1SCC(=O)Nc1ccc2c(c1)OCCO2	-27.7	i
CC(=O)Nc1ccc(S(=O)(=O)NCc2ccc3c(c2)cc(C)n3C)cc1	-10.0	i
Cc1nc(C)c2c(=O)cc(-c3ccccc3)[nH]c2n1	-12.0	i
CCN(CC)CCCN(C)C(=O)Cn1nc(Cc2ccncc2)c2ccccc2c1=O	-7.8	i
COc1ccc([N+](=O)[O-])cc1NC(=O)C(C)OC(=O)c1ccccn1 (centres undefined)	-21.6	i
CN(C)S(=O)(=O)N1CCN(CC(=O)Nc2ccc(Br)cc2)CC1	3.4	i
COc1ccc(S(=O)(=O)Nc2cccc(Cl)c2)cc1OC	-13.2	i
O=C(CSc1ccccc1)NCc1cccnc1	-10.5	i
Cc1nn(C)cc1S(=O)(=O)NCc1ccccc1Cl	-4.2	i
COc1ccc(OC)c(NC(=O)c2cccc(S(=O)(=O)N(Cc3ccccc3)c3ccccc3OC)c2)c1	-7.7	i
Cc1cc(Cl)ccc1OCC(=O)NN1C(=O)C2C3C=CC(C3)C2C1=O (centres undefined)	-13.1	i
COc1cccc(NC(=O)CSc2nncn2-c2ccccn2)c1	-5.8	i
Cc1cccc(C(=O)O/N=C(\N)Cc2cccc3ccccc23)c1	-19.1	i
CCOc1cc(CNn2cnnc2SCC(=O)NC(C)(C)C)ccc1OCC(=O)NC(C)(C)C	-3.6	i
NC(=O)c1ccc(NC(=O)COC(=O)CC(NC(=O)c2ccccc2Cl)c2ccccc2)cc1 (centres undefined)	-25.9	i
Cc1cccc(NS(=O)(=O)c2ccc3c(c2)NC(=O)CO3)c1C	-19.9	i
COc1ccc(-c2c([C@H]3[C@@H]4C=CCC[C@@]4(C)C(=O)N3Cc3ccccc3)ccc3ccccc23)cc1OC	-21.0	i
Clc1cccc(Cl)c1-c1nnc2ccc(N3CCOCC3)nn12	1.1	i
CC1CCCCN1CC(O)COc1ccc(OCC(O)CN2CCCCC2C)cc1 (centres undefined)	-3.7	i
CN(C)S(=O)(=O)c1ccc(NC(=O)COC(=O)c2ccccn2)cc1	-9.8	i
S=C(NCCc1ccccn1)Nc1ccc(Cl)c(Cl)c1	-10.0	i
C=CCn1c(SCC(=O)N2c3ccccc3Sc3ccccc32)nnc1-c1ccco1	-23.8	i
CN(C)c1nc(N(C)C)nc(N(C#N)Cc2ccc(Cl)cc2)n1	-37.1	i
CCOc1ncccc1C(=O)Nc1ccc2c(C)cc(=O)oc2c1	-18.8	i
